OX1R FRET antag – blocks the human orexin 1 receptor | inhibition, % at 6.6 µM | 330,000 tested, 1.8% active | OX1R-expressing cells, FRET antagonist read-out | O43613 | AID 485270; in the data active = inhibition mostly above about 38%, no sharp cut-off; inactive = mostly below about 40%;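 note: 0% = agonist challenge alone and 100% = reference antagonist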
Target sequence (O43613 whole entry, looked up): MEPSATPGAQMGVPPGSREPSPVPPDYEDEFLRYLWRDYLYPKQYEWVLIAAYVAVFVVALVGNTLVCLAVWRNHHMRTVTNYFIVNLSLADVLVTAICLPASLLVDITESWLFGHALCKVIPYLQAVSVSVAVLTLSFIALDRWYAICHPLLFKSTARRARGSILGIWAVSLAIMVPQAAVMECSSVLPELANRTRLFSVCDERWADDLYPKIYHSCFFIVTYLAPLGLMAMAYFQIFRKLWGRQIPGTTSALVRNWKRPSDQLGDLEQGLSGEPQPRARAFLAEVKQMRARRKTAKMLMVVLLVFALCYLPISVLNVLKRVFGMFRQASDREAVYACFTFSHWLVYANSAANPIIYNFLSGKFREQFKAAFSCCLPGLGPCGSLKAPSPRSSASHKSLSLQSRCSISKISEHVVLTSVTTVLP
STK33 kinase inh – blocks human STK33 kinase activity; AID 2661; 320,000 tested, 0.073% active; inhibition, % at 10 µM; purified STK33, MBP phosphorylation, ADP-Glo luminescence;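 active = inhibition at or above 25%, using the most active replicate where run in duplicate; inactive = inhibition below 25%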
Target sequence (Q9BYT3 whole entry, looked up): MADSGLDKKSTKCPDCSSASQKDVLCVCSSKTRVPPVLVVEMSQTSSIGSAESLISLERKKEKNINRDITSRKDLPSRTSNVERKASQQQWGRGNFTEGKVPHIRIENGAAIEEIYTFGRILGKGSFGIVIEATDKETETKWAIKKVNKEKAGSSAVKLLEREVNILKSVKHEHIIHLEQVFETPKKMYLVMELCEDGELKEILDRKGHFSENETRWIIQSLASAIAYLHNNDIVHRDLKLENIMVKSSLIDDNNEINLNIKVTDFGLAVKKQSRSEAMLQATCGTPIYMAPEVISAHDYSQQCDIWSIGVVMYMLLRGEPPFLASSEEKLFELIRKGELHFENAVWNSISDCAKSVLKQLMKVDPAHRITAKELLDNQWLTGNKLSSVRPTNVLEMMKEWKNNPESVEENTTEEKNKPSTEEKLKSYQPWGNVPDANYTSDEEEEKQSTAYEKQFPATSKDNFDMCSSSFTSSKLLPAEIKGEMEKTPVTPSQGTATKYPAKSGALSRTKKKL
The depositor's hits bear a star; / = no result given.

OX1R FRET antag	STK33 kinase inh	canonical_smiles
11	-0.1	CC(C)N1CCN(Cc2cccn2-c2nccs2)CC1CCO (stereo unspecified)
6	0.4	CCc1noc(C)c1C(=O)Nc1cc(S(=O)(=O)N2CCOCC2)ccc1OC(C)C
18	-1.6	CCCOc1cccc(OCCSc2nc(C)cc(=O)[nH]2)c1
17	0.4	C#CCNC(=O)C1=C[C@H](c2ccc3c(c2)OCO3)[C@@H](CCCO)[C@H](OCC)O1
64	-4.0	Cc1ccc(C)c(NC(=O)CSc2nc3nc(-c4cccs4)cc(C(F)(F)F)c3c(=O)[nH]2)c1
9	1.4	O=C(NCCNC(=O)c1cnccn1)c1cccc(Cl)c1
14	-1.0	Cc1cc(NS(=O)(=O)c2ccc(NC(=O)CSc3nc4sc(C(=O)O)c(C)c4c(=O)[nH]3)cc2)no1
8	-0.4	Cc1c(C(=O)Nc2ccc(S(=O)(=O)NCC3CCCO3)cc2)cccc1[N+](=O)[O-] (stereo unspecified)
11	5.4	CC(=O)c1cccc(CN2CCC(C(=O)Nc3cccc(-c4ccn[nH]4)c3)CC2)c1
2	-0.1	CCOc1cc(S(=O)(=O)NCCc2ccc(OC)c(OC)c2)c(OCC)cc1-n1cnnn1
6	0.1	O=C(C1COc2ccccc2O1)N1CCN(S(=O)(=O)c2cc(F)ccc2F)CC1 (stereo unspecified)
13	0.2	O=C(O)c1cccc2cc(-c3ccccc3)oc(=O)c12
18	2.1	Cc1cccc(OCC(=O)Nc2nc(-c3ccncc3)cs2)c1
26	1.4	COC(=O)CNC(=O)Cn1cnc2sc(C)c(S(=O)(=O)N3CCC(C)CC3)c2c1=O
15	0.4	Cc1ccc(N(C(=O)CNC(=O)c2ccco2)C(C(=O)NCC2CCCO2)c2ccccc2)cc1C (stereo unspecified)
24	2.8	c1ccc(-c2nnc(-c3ccccn3)s2)nc1
-9	0.2	CCN(CC(=O)Nc1ccc2c(c1)OCCO2)C(=O)C(C)Oc1ccc(Cl)cc1 (stereo unspecified)
15	-0.6	CCN(CCNC(=O)C1CCC(=O)N1Cc1ccc(C)cc1)c1ccccc1 (stereo unspecified)
43	-2.0	CC(=O)c1c(C)[nH]c(C(=O)COC(=O)c2cc(S(=O)(=O)N(C)c3ccccc3)ccc2Cl)c1C
11	-1.2	O=C(O)/C=C/C(=O)Nc1ccc(OC(F)(F)Cl)cc1
19	-0.7	CC1=CN2C(=N)/C(=C/c3ccc(Sc4ccc(C)cc4)o3)C(=O)N=C2S1
41	0.2	O=C(CSc1ccccc1)Nc1cccc(S(=O)(=O)N2CCCC2)c1
18	-1.4	C#CC(C)(CC)NC(=O)c1cc2cccc(CC=C)c2oc1=O (stereo unspecified)
17	-1.1	COc1ccc(NS(=O)(=O)/C=C/c2ccccc2)cc1
0	-0.9	O=C(CN1C(=O)S/C(=C\C=C\c2ccccc2)C1=O)NC1CCS(=O)(=O)C1 (stereo unspecified)
11	5.7	CC(C)NC(=O)Nc1ccc(Br)cc1Cl
7	0.7	CCn1ccc(C(=O)Nc2c(C)nn(Cc3c(F)c(F)c(F)c(F)c3F)c2C)n1
23	-4.3	CCc1ccc(-n2cc(-c3ccc([N+](=O)[O-])cc3)[nH]c2=S)cc1
3	0.1	O=C(c1cccnc1)C1CCCN(Cc2nc(Cc3ccccc3)no2)C1 (stereo unspecified)
15	-0.6	O=C(CSCc1ccccc1Cl)N/N=C/c1ccco1
11	0.5	C#Cc1ccc([C@@H]2C=C(C(=O)N3CCOCC3)O[C@H](OCc3ccc(CO)cc3)C2)cc1
21	-2.3	CCc1ccc(NC(=O)CN2CCCN(S(=O)(=O)c3ccc(F)cc3)CC2)cc1
4	0.8	COC(=O)c1cccc(NC(=O)c2cccnc2)c1
22	-1.1	CC(Nc1nc(-c2cccnc2)nc2ccccc12)c1ccc(F)cc1 (stereo unspecified)
16	-0.6	O=C(NCc1ccccn1)c1nn(-c2ccccc2)c(=O)c2ccccc12
51	2.8	N#CC(C#N)=C1C=CC=CN1/C(=C\c1ccco1)C(=O)c1ccccc1
-2	-0.1	CCN=C1SC(CC(=O)Nc2ccccc2OCC)C(=O)N1CC (stereo unspecified)
12	1.8	Cc1ccc(-c2csc(NC(=O)c3cccc(N4C(=O)CCC4=O)c3)n2)o1
16	0.8	CC(C)Cn1c(=S)[nH]c2cc(C(=O)O)ccc2c1=O
4	-0.6	O=C(O)c1cccc(C(=O)Nc2cccc(NC(=O)C3CCCO3)c2)c1 (stereo unspecified)
24	-0.8	Cc1nnc(NCc2ccccc2)c2ccccc12
1	0.6	O=C(c1ccccc1)N(Cc1nc2ccccc2c(=O)[nH]1)C1CCCCC1
15	-0.7	CCC(=O)N1N=C(c2cccc(NS(C)(=O)=O)c2)CC1c1cccs1 (stereo unspecified)
19	-2.0	CCc1noc(C)c1C(=O)N1CCCSC1=Nc1ccccc1Cl
10	0.7	N#C/C(=C/c1ccc(C(=O)O)cc1)C(=O)NCc1ccccc1
3	0.1	Cc1cccnc1NC(=O)C(C)Oc1ccccc1 (stereo unspecified)
-6	-0.5	Cc1cc(C(=O)NC(C)CCc2ccccc2)ccc1[N+](=O)[O-] (stereo unspecified)
11	-0.2	CC(NC(=O)c1ccncc1)C(c1cccs1)N1CCOCC1 (stereo unspecified)
6	-0.4	CC1(C)Oc2ccc3ccc(=O)oc3c2C(/C=N/O)=C1Cl
6	-1.1	Cn1c(SCC(=O)N2CCN(c3cccc(Cl)c3)CC2)nnc1-c1ccncc1
12	-0.4	O=C(c1cc(-c2ccccc2)on1)N1CCCC1
28	-1.3	Cc1nc(NC(=O)CSc2nnnn2Cc2ccccc2)sc1C
8	-1.4	COc1ccccc1NS(=O)(=O)c1ccc(C(=O)NCC(c2ccc(F)cc2)N2CCOCC2)cc1 (stereo unspecified)
29	1.3	Cc1cc(Oc2ccc(Cl)cc2)nc(-c2ccccc2O)n1
5	-0.5	C=CCc1cc(Cl)ccc1OCCNCCOC
19	-1.0	Cc1occc1-c1nnc(SCC(=O)Nc2nccs2)n1CCc1ccccc1
3	0.3	O=C(NCc1ccccc1)N1CCC(c2nc3ccccc3[nH]2)CC1
16	-0.8	O=C(/C=C/c1ccco1)NC(=S)Nc1cc(C(F)(F)F)ccc1N1CCOCC1
14	-1.3	COc1ccc(S(=O)(=O)Nc2cc3c4c(oc3c3ccccc23)CC(C)(C)CC4=O)cc1
5	-1.3	Cc1cc(C(C)(C)C)ccc1OCCN(C)C

Some of the entries so far, as labelled records.
> Cc1cc(C(=O)NC(C)CCc2ccccc2)ccc1[N+](=O)[O-] (stereo unspecified)
  OX1R FRET antag = -6
  STK33 kinase inh = -0.5

> CC(NC(=O)c1ccncc1)C(c1cccs1)N1CCOCC1 (stereo unspecified)
  OX1R FRET antag = 11
  STK33 kinase inh = -0.2

More entries
OX1R FRET antag	STK33 kinase inh	canonical_smiles
12	-0.4	Cc1ccc(C)c(-c2cc(C(=O)NN3CCOCC3)c3ccccc3n2)c1
6	-1.1	O=c1nc(N2CCCC2)nc(N2CCCC2)[nH]1
18	-0.3	CCCS(=O)(=O)N1CCCC(C(=O)NCc2cccnc2)C1 (stereo unspecified)
11	0.6	O=C(c1cc(-c2ccc(Cl)s2)nc2ccccc12)N1CCCC1
6	2.6	OCCNc1nc(Nc2ccc(O)cc2)nc2ccccc12
12	-0.8	O=C(CSc1ncn[nH]1)NCc1ccc2c(c1)OCO2
21	-0.4	Cc1cc(C(=O)CN2C(=O)NC3(CCCCC3)C2=O)c(C)n1-c1ccc2c(c1)OCO2
5	-1.7	O=C(c1cccc(S(=O)(=O)N2CCCCC2)c1)N1CCOCC1
18	0.8	Cc1ccc(Cn2c(C(CO)Nc3nc(-c4ccc(Cl)c([N+](=O)[O-])c4)cs3)nc3ccccc32)cc1 (stereo unspecified)
42	-0.1	O=C1NC2=C(C(=O)CCC2)C(c2ccccc2[N+](=O)[O-])N1 (stereo unspecified)
17	-4.5	O=C(O)CCC(=O)Nc1ccccc1N1CCOCC1
9	-2.2	COc1cnc(-c2ccccc2)nc1OC
18	0.0	COc1ccc([N+](=O)[O-])cc1NCc1ccccc1C
6	-0.7	COc1cc2c(cc1OC)CN(C(=O)CSc1nnc(C)s1)CC2
5	0.5	COc1ccc(/C=C(\C#N)C(=O)NCCc2ccccc2)cc1OCc1ccccc1
5	-0.8	COc1cccc(C2=CC(=O)C[C@H](c3ccc4c(c3)OCO4)C2)c1
21	-1.4	Cc1nnc2ccc(-c3cccc(NS(C)(=O)=O)c3)nn12
21	0.9	COc1ccc(Cl)cc1NC(=O)CN1CCC(n2nnc3cc(C)ccc32)CC1
5	/	CCc1n[nH]c(=S)n1/N=C/c1ccccn1
22	-0.4	CC(Sc1nc2ccccc2[nH]1)C(=O)Nc1ccccc1F (stereo unspecified)
22	1.2	CCOc1ccc(NC(=O)c2cccc(OC(=S)N3CCOCC3)c2)cc1
9	-0.9	COc1ccc(NC(=S)N2CCN(C)CC2)cc1
12	-1.0	O=C(COC(=O)c1ccc(S(=O)(=O)N2CCOCC2)cc1)Nc1nc(-c2ccccc2)cs1
28	-1.8	CC12CCC(=O)N1C(C(=O)N1CCN(c3ccc([N+](=O)[O-])cc3)CC1)CS2 (stereo unspecified)
-6	0.2	CCC1(C)SC(N)=NN1C(C)=O (stereo unspecified)
10	-0.9	C/C(O)=C(/C=Nc1ccccc1)C(=O)Nc1ccccc1
2	-0.6	CCc1nc(C)ccc1OCC(=O)O
3	-0.7	C(=N\n1cnnc1)/c1cccc(Oc2ccccc2)c1
21	/	CCCCc1c(C)nc2ccccc2c1SCCC(=O)O
14	0.2	C=CCn1cc(-c2cccc(Cl)c2)cc(C#N)c1=O
7	0.1	Cc1ccc(NC(=O)c2cccc(S(=O)(=O)N3CCCc4ccccc43)c2)nc1
5	-1.5	Cc1cc(Nc2ccccc2)cc(=O)n1C
10	0.0	O=C(Cn1cnc2ccccc2c1=O)Nc1ccc(S(=O)(=O)N2CCCC2)cc1
16	-0.6	CC(C)c1ccc(NC(=O)C2CC(=O)N(C3CCCC3)C2)cc1 (stereo unspecified)
19	1.5	COc1ccc(-c2sc(NC(=O)c3ccc(C)cc3)nc2-c2ccc([N+](=O)[O-])cc2)cc1
3	-0.5	COc1cc(/C=C/C(=O)OCC(=O)N(C)Cc2ccccc2)ccc1O
5	-3.5	Nc1c(S(=O)(=O)c2cccs2)c2nc3ccccc3nc2n1Cc1ccc2c(c1)OCO2
4	-1.6	COc1cc(CCC(=O)NNC(=O)c2cccc(Cl)c2)cc(OC)c1OC
4	1.1	CCN(CC)S(=O)(=O)c1cccc(C(=O)Nc2ccc(Cl)cn2)c1
11	-1.1	Cc1ccccc1N1CCN(CC(=O)Nc2nc(C)c(C(=O)N(C)C)s2)CC1
20	0.1	COc1ccccc1NC(=O)COC(=O)/C=C/c1ccc2c(c1)OCO2
8	-0.1	O=C(NCc1ccccc1Cl)c1ccc2nnsc2c1
8	-1.4	Cc1ccccc1NC(=O)NCc1cccnc1
25	-0.8	Cc1nnc(NC(=O)c2ccc(-c3ccc(Cl)cc3)o2)s1
35	-1.7	CNC(=S)N(Cc1ccc2c(c1)OCO2)C1CC(=O)N(c2ccccc2)C1=O (stereo unspecified)
2	0.0	CCN(c1ccc(NC(=O)COC(=O)c2ccc(C)c(S(=O)(=O)N3CCOCC3)c2)cc1)C(C)C
14	0.6	COc1ccc(CCNC(=O)CSc2ncc(C(=O)Nc3ccccc3)c(=O)n2C)cc1
15	-0.2	O=C(CN(C(=O)c1ccc2c(c1)OCCO2)c1ccccc1)NCC1CCCO1 (stereo unspecified)
1	-3.2	NC(=O)c1ccc(F)cc1
22	-0.2	O=C(O)/C=C/c1cn(-c2ccccc2)nc1-c1ccc2c(c1)OCCO2
9	-0.2	Cc1ccc(C(C(=O)NC(C)(C)C)N(CCCN2CCOCC2)C(=O)c2ccc(-c3ccccc3)[nH]2)o1 (stereo unspecified)
12	0.0	Cc1cc(C)nc(NN2C(=O)C=CC2=O)n1
13	-1.5	OCCC1CN(Cc2ccc(-n3cccn3)cc2)CCN1Cc1ccccc1 (stereo unspecified)
25	-1.1	CCC(=O)Nc1cc2c(cc1C(=O)c1ccccc1)OCCO2
6	-2.3	Cc1ccccc1Cn1nnc(C(=O)Nc2cccc(C)c2C)c1N
23	-0.8	CSc1ccccc1-n1nnnc1SCc1ccccc1
-8	-1.3	CC(C)C(=O)Nc1cccc(C(=O)Nc2ccc(S(=O)(=O)N3CCOCC3)cc2)c1
12	-0.8	Cc1ccc(N(C(=O)C2CCCC2)C2C=CS(=O)(=O)C2)cc1 (stereo unspecified)
4	0.6	Cc1nnc(SCC(=O)Nc2ccc3c(c2)OCO3)[nH]c1=O
17	-2.0	CN(C(=O)COC(=O)c1c2c(nc3ccccc13)CCCC2)c1c(N)n(Cc2ccccc2)c(=O)[nH]c1=O

Compounds shown so far that have an aryl thioether with sulfur outside any ring (15):
OX1R FRET antag	STK33 kinase inh	canonical_smiles
18	-1.6	CCCOc1cccc(OCCSc2nc(C)cc(=O)[nH]2)c1
64	-4.0	Cc1ccc(C)c(NC(=O)CSc2nc3nc(-c4cccs4)cc(C(F)(F)F)c3c(=O)[nH]2)c1
14	-1.0	Cc1cc(NS(=O)(=O)c2ccc(NC(=O)CSc3nc4sc(C(=O)O)c(C)c4c(=O)[nH]3)cc2)no1
19	-0.7	CC1=CN2C(=N)/C(=C/c3ccc(Sc4ccc(C)cc4)o3)C(=O)N=C2S1
41	0.2	O=C(CSc1ccccc1)Nc1cccc(S(=O)(=O)N2CCCC2)c1
6	-1.1	Cn1c(SCC(=O)N2CCN(c3cccc(Cl)c3)CC2)nnc1-c1ccncc1
28	-1.3	Cc1nc(NC(=O)CSc2nnnn2Cc2ccccc2)sc1C
19	-1.0	Cc1occc1-c1nnc(SCC(=O)Nc2nccs2)n1CCc1ccccc1
12	-0.8	O=C(CSc1ncn[nH]1)NCc1ccc2c(c1)OCO2
6	-0.7	COc1cc2c(cc1OC)CN(C(=O)CSc1nnc(C)s1)CC2
22	-0.4	CC(Sc1nc2ccccc2[nH]1)C(=O)Nc1ccccc1F (stereo unspecified)
21	/	CCCCc1c(C)nc2ccccc2c1SCCC(=O)O
14	0.6	COc1ccc(CCNC(=O)CSc2ncc(C(=O)Nc3ccccc3)c(=O)n2C)cc1
23	-0.8	CSc1ccccc1-n1nnnc1SCc1ccccc1
4	0.6	Cc1nnc(SCC(=O)Nc2ccc3c(c2)OCO3)[nH]c1=O

Screening data deposited in PubChem by several laboratories.
